PvdQ inh: P. aeruginosa PvdQ acylase inhibition. inhibition, % at 10 µM. purified PvdQ acylase, fluorescence plate reader. AID 488965. 0.063% of 340,000 active; in the data active = inhibition above about 30%, passing the limit was not always enough;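 also: 0% = vehicle neutral wells and 100% = reference inhibitor wells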
SR-BI HDL uptake: mouse SR-BI HDL lipid transfer inhibition | inhibition, % at 12.5 µM | 0.96% of 320,000 active | ldlA[mSR-BI] CHO cells, DiI-HDL uptake fluorescence, 3 h;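 active = mean replicate inhibition of at least 70% and a set share of replicates each scoring 70 or more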;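 also: 0% = median of neutral control wells and 100% = median of positive control wells; values of inactives mirror those of a sister screen read the other way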
PKA-R2B act: activators of human PKA-R2B complex. 0.079% of 340,000 active. activation, % at 11.4 µM. AID 504700. P22694+P31323. PKA-R2B holoenzyme dissociation, Cy5-IP20 fluorescence polarization; R2B truncated from residue 108, S112A mutant; 0% DMSO only, 100% 113 µM cGMP;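 active = activation above a cutoff set at the mean over all compounds plus 3 SD, cut at about 18% in these data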;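 also: higher means more holoenzyme dissociation and a rise in polarization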
SR-BI uptake up: enhances SR-BI lipid uptake from DiI-HDL | activation, % at 12.5 µM | 0.096% of 320,000 active | CHO ldlA[mSR-BI] cells, DiI-HDL uptake fluorescence, 3 h; 100 = double the neutral-control signal | AID 504775;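 active = mean replicate activation of at least 60% and every replicate at or above 60%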;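 also: 0% = median plate neutral-control signal and 100% = twice that signal; values of inactives mirror those of a sister screen read the other way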
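system = CHO ldlA[mSR-BI] cells, LDL receptor-null, SR-BI overexpressing | medium = Ham's F12 with 0.5% BSA, HEPES 25 mM, pH 7.4 | probe or stimulus = DiI-HDL 10 µg/mL | compound dosing = single-point compound dose | incubation = compound exposure 3 h, 37 °C | technique = DiI fluorescence, bottom read | read-out = cell-associated DiI fluorescence as measure of HDL uptake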
Cardiac RTF inh: cardiac RTF calcium desensitization | IANBD-labeled cardiac RTF, Ca2+ fluorescence | inhibition, % at 7.15 µM | 0.12% of 340,000 active | AID 493244;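 active = inhibition above the mean inhibition of all tested compounds plus 3 SD, cut at about 17% in these data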;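 also: assay run at fixed EC70 calcium of 1.6 mM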
NSD2 HMT inh: inhibitors of human histone methyltransferase NSD2. O96028. NSD2 peptide methylation, AlphaScreen, 120 min. inhibition, % at 12.5 µM. 0.54% of 310,000 active. AID 743445; in the data active = inhibition above about 50%
DAGLB inhibitor: diacylglycerol lipase beta (human) inhibition. 0.059% of 340,000 active. inhibition, % at 5.17 µM. Q8NCG7. HEK293T DAGLB membrane lysate, EnzChek fluorogenic substrate; in the data active = inhibition above about 34%;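 also: 0% = enzyme with vehicle and 100% = wells lacking enzyme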
Target sequence (Q8NCG7 whole entry, looked up): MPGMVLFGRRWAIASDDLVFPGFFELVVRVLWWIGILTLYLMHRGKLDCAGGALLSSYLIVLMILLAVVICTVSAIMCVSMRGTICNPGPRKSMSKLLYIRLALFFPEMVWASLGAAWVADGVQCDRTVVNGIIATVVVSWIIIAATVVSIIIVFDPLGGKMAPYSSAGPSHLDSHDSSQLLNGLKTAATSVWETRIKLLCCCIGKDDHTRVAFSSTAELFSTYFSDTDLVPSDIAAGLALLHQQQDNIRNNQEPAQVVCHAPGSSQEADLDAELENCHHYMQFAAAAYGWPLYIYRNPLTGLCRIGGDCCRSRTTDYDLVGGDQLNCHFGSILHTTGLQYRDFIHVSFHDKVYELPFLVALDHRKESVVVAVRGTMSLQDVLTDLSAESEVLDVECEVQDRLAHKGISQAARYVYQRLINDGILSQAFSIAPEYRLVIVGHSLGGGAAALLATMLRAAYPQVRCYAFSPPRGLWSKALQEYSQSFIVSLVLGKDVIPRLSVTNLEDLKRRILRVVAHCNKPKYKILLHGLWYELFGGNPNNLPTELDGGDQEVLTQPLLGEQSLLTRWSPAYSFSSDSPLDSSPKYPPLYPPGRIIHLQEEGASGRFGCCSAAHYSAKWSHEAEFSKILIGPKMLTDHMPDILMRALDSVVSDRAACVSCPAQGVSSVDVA
Keap1-Nrf2 PPI: inhibitors of human Keap1-Nrf2 protein-protein interaction; Q14145; Keap1 Kelch-Nrf2 peptide fluorescence polarization, 1536-well; inhibition, % at 9.4 µM; 0.15% of 340,000 active; in the data active = inhibition above about 12%;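 also: human Keap1 Kelch domain with fluorescein labeled Nrf2 9mer peptide probe; 0% = neutral control wells and 100% = peptide positive control; higher means more block of Keap1 binding to Nrf2 peptide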
Arrestin-AP2 inh: human beta-arrestin and AP2 interaction inhibition; 0.31% of 340,000 active; AID 504490; FITC-arrestin peptide / GST-AP2 beads, flow cytometry; AP2 beta2 appendage carries R879A mutation; inhibition, % at 10 µM;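 active = inhibition above a set limit, near 3 SD of compounds lacking own fluorescence, cut at about 54% in these data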;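 also: plate controls were DMSO wells for no effect and 5 µM unlabelled arrestin peptide for full effect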
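System: GST-AP2 R879A glutathione beads. Medium: PBS with 0.05% Tween 20 and 0.1% BSA. Also added: FITC-arrestin peptide, 50 nM. Incubation: 12 min plus 1 h, RT. Measured by: high-throughput flow cytometry of beads, ex 488, em 535 nm. Evaluation: percent drop in bead-associated FITC signal.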
LANA DNA inh: inhibitors of KSHV LANA C-terminal domain DNA binding; AID 504423; MBP-C-LANA/FAM-LBS DNA binding, fluorescence polarization; 0.078% of 340,000 active; inhibition, % at 9 µM;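 active = highest replicate inhibition at or above 60% at 9 µM, even if other replicates fall short; inactive = all replicates below 60% inhibition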;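 also: 0% = neutral control wells and 100% = 4 µM acridine orange control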
Numbers without * were called inactive; . = no result given.

#1 CON(c1nc(N(C)C)nc(N(C)C)n1)S(=O)(=O)c1ccccc1Cl
#2 O=C(CNS(=O)(=O)c1c(Cl)cccc1Cl)OCc1csc(-c2ccccc2)n1
#3 O=C(N/N=C/c1cccc(O)c1)NC1CCCCC1
#4 CCN(CC)C(=O)c1[nH]cnc1C(=O)Nc1ccon1
#5 C=CCn1c(SCC(=O)NC2CCCCC2)nnc1-c1sc(N)nc1C
#6 O=c1c2ccccc2nc2n1CCN2Cc1ccc(Cl)cc1
#7 O=C(Nc1ccc(S(=O)(=O)Nc2ncccn2)cc1)c1cccc(S(=O)(=O)N2CCCC2)c1
#8 Cc1cccc(-c2nc(C#N)c(N3CCCCCC3)o2)c1

entry no. | 1 | 2 | 3 | 4 | 5 | 6 | 7 | 8
Cardiac RTF inh | -2.3 | -3.5 | -20.8 | 3.4 | -0.6 | -2.1 | -2.6 | -1.7
NSD2 HMT inh | -1.5 | -0.1 | 1.0 | . | -2.5 | -3.2 | 3.6 | 11.1
PKA-R2B act | -7.0 | -7.6 | -12.5 | 7.4 | -7.7 | -18.4 | 0.0 | 1.5
DAGLB inhibitor | -6.0 | -3.4 | 0.5 | -0.8 | 4.5 | -4.0 | -1.1 | -7.3
SR-BI HDL uptake | -25.9 | -18.6 | -0.8 | -48.0 | 2.7 | 3.6 | -17.3 | 14.3
Arrestin-AP2 inh | 6.0 | 1.8 | -36.6 | 16.9 | 30.5 | 4.6 | -12.7 | -1.0
Keap1-Nrf2 PPI | -0.3 | 0.7 | 0.4 | 4.6 | 3.6 | 2.7 | -1.7 | -1.3
SR-BI uptake up | 25.9 | 18.6 | 0.8 | 48.0 | -2.7 | -3.6 | 17.3 | -14.3
LANA DNA inh | -0.6 | -0.7 | -2.7 | 0.4 | 0.2 | -0.1 | -0.7 | -0.5
PvdQ inh | 9.7 | -2.1 | 5.7 | -2.9 | 0.6 | 2.7 | -4.7 | 0.7

#9 Cc1ccc(C)c(S(=O)(=O)N2CCCCC2CCNC(=O)C(=O)NCc2cccnc2)c1 (stereo not drawn)
#10 CCCC1=C(C(=O)OCC)C(c2ccc(N(C)C)cc2)n2ncnc2N1 (stereo not drawn)
#11 COC(=O)C(NC(=O)c1ccccc1)(Nc1cc(C)cc(C)n1)C(F)(F)F (stereo not drawn)
#12 CCn1c(COc2ccc(=O)n(-c3ccccc3)n2)nnc1SCc1ccc(C)cc1
#13 CC1CN2C(c3ccc([N+](=O)[O-])cc3)=CSC2=N1 (stereo not drawn)
#14 CCCNC(=O)CSc1nc(COc2ccccc2)nc2ccccc12
#15 Cc1nc2ccccc2c(=O)n1NC(=O)c1ccccc1Cl
#16 CCCCC(CC)C(=O)NCc1ccccc1OC (stereo not drawn)

entry no. | 9 | 10 | 11 | 12 | 13 | 14 | 15 | 16
Cardiac RTF inh | 8.2 | -7.4 | -5.2 | -2.6 | -5.7 | -5.3 | -5.7 | -4.5
NSD2 HMT inh | -4.5 | 8.6 | -2.5 | -0.9 | 2.0 | 2.1 | -1.2 | -1.0
PKA-R2B act | -5.4 | -5.5 | 7.2 | -3.7 | 4.2 | -6.2 | 6.8 | -17.7
DAGLB inhibitor | -0.9 | 1.7 | -1.3 | -0.3 | 0.1 | -0.3 | -1.1 | -1.9
SR-BI HDL uptake | -24.8 | -21.6 | 26.2 | 3.2 | -7.7 | 3.2 | 0.0 | -10.0
Arrestin-AP2 inh | 27.1 | 7.0 | -5.8 | 8.3 | 2.9 | 36.5 | . | -5.8
Keap1-Nrf2 PPI | 2.6 | -2.0 | -4.2 | -4.1 | -1.6 | 1.9 | -2.3 | -2.3
SR-BI uptake up | 24.8 | 21.6 | -26.2 | -3.2 | 7.7 | -3.2 | 0.0 | 10.0
LANA DNA inh | -1.1 | -0.6 | 0.9 | 0.2 | 6.7 | -0.1 | -0.7 | -0.3
PvdQ inh | 12.6 | -10.1 | -9.7 | -16.2 | -17.1 | 1.5 | -6.4 | -16.2

An excerpt from above in order of molecular weight, smallest number first.
#3 O=C(N/N=C/c1cccc(O)c1)NC1CCCCC1
#16 CCCCC(CC)C(=O)NCc1ccccc1OC (stereo not drawn)
#4 CCN(CC)C(=O)c1[nH]cnc1C(=O)Nc1ccon1
#8 Cc1cccc(-c2nc(C#N)c(N3CCCCCC3)o2)c1
#6 O=c1c2ccccc2nc2n1CCN2Cc1ccc(Cl)cc1
#15 Cc1nc2ccccc2c(=O)n1NC(=O)c1ccccc1Cl
#10 CCCC1=C(C(=O)OCC)C(c2ccc(N(C)C)cc2)n2ncnc2N1 (stereo not drawn)
#11 COC(=O)C(NC(=O)c1ccccc1)(Nc1cc(C)cc(C)n1)C(F)(F)F (stereo not drawn)
#5 C=CCn1c(SCC(=O)NC2CCCCC2)nnc1-c1sc(N)nc1C
#12 CCn1c(COc2ccc(=O)n(-c3ccccc3)n2)nnc1SCc1ccc(C)cc1

entry no. | 3 | 16 | 4 | 8 | 6 | 15 | 10 | 11 | 5 | 12
Cardiac RTF inh | -20.8 | -4.5 | 3.4 | -1.7 | -2.1 | -5.7 | -7.4 | -5.2 | -0.6 | -2.6
NSD2 HMT inh | 1.0 | -1.0 | . | 11.1 | -3.2 | -1.2 | 8.6 | -2.5 | -2.5 | -0.9
PKA-R2B act | -12.5 | -17.7 | 7.4 | 1.5 | -18.4 | 6.8 | -5.5 | 7.2 | -7.7 | -3.7
DAGLB inhibitor | 0.5 | -1.9 | -0.8 | -7.3 | -4.0 | -1.1 | 1.7 | -1.3 | 4.5 | -0.3
SR-BI HDL uptake | -0.8 | -10.0 | -48.0 | 14.3 | 3.6 | 0.0 | -21.6 | 26.2 | 2.7 | 3.2
Arrestin-AP2 inh | -36.6 | -5.8 | 16.9 | -1.0 | 4.6 | . | 7.0 | -5.8 | 30.5 | 8.3
Keap1-Nrf2 PPI | 0.4 | -2.3 | 4.6 | -1.3 | 2.7 | -2.3 | -2.0 | -4.2 | 3.6 | -4.1
SR-BI uptake up | 0.8 | 10.0 | 48.0 | -14.3 | -3.6 | 0.0 | 21.6 | -26.2 | -2.7 | -3.2
LANA DNA inh | -2.7 | -0.3 | 0.4 | -0.5 | -0.1 | -0.7 | -0.6 | 0.9 | 0.2 | 0.2
PvdQ inh | 5.7 | -16.2 | -2.9 | 0.7 | 2.7 | -6.4 | -10.1 | -9.7 | 0.6 | -16.2

#9 Cc1ccc(C)c(S(=O)(=O)N2CCCCC2CCNC(=O)C(=O)NCc2cccnc2)c1 (stereo not drawn)
#7 O=C(Nc1ccc(S(=O)(=O)Nc2ncccn2)cc1)c1cccc(S(=O)(=O)N2CCCC2)c1

entry no. | 9 | 7
Cardiac RTF inh | 8.2 | -2.6
NSD2 HMT inh | -4.5 | 3.6
PKA-R2B act | -5.4 | 0.0
DAGLB inhibitor | -0.9 | -1.1
SR-BI HDL uptake | -24.8 | -17.3
Arrestin-AP2 inh | 27.1 | -12.7
Keap1-Nrf2 PPI | 2.6 | -1.7
SR-BI uptake up | 24.8 | 17.3
LANA DNA inh | -1.1 | -0.7
PvdQ inh | 12.6 | -4.7

(cont.)
#17 CCn1cc(Cl)c(C(=O)N2N=C(c3ccc4ccccc4c3)CC2c2ccccc2O)n1 (stereo not drawn)
#18 COc1ccc(C2/C=C\CC(NS(=O)(=O)c3ccc(C)cc3)CC(=O)N2Cc2ccccc2F)cc1 (stereo not drawn)
#19 Brc1cccc(CNCc2ccncc2)c1
#20 N#CC1=C2Sc3ccccc3N2CCCC1=O
#21 Cc1ccc(S(=O)(=O)N/N=C/c2ccc(O)c(O)c2)cc1[N+](=O)[O-]
#22 O=Cc1c(-c2ccc(F)cc2)nc2ccccn12
#23 O=C(NC1CCSc2ccccc21)c1cc(S(=O)(=O)N2CCOCC2)ccc1F (stereo not drawn)
#24 CCOCCCNC(=O)C(c1ccccc1)N(Cc1ccc2c(c1)OCO2)C(=O)c1ccccc1O (stereo not drawn)
#25 CCCNC(=O)NC(=O)CSc1nc2cc(C(=O)OC)ccc2c(=O)n1-c1ccccc1
#26 COc1ccc2c(-c3ccccc3)cc(SCC(N)=O)nc2c1

entry no. | 17 | 18 | 19 | 20 | 21 | 22 | 23 | 24 | 25 | 26
Cardiac RTF inh | 11.5 | 2.1 | -4.8 | -21.2 | -1.5 | 4.2 | 5.0 | 0.0 | 0.8 | -17.4
NSD2 HMT inh | 2.0 | . | -0.5 | -0.8 | 8.9 | 0.3 | -1.3 | 1.9 | -1.0 | -26.9
PKA-R2B act | -12.0 | -4.1 | -3.7 | 8.0 | 4.9 | -3.9 | -5.7 | -5.4 | -9.7 | 5.0
DAGLB inhibitor | 1.5 | -2.7 | 2.1 | -0.2 | 4.9 | 0.4 | -0.9 | -1.8 | 1.0 | -0.8
SR-BI HDL uptake | 20.2 | 4.6 | -18.6 | 1.6 | -5.0 | -9.3 | 9.9 | -3.2 | . | .
Arrestin-AP2 inh | -1.6 | 23.0 | 20.0 | -9.1 | -20.4 | -4.3 | -2.3 | 45.2 | -0.4 | 3.3
Keap1-Nrf2 PPI | 5.4 | 0.1 | -4.6 | -3.6 | 0.5 | -2.5 | -3.6 | -2.1 | -2.5 | -2.9
SR-BI uptake up | -20.2 | -4.6 | 18.6 | -1.6 | 5.0 | 9.3 | -9.9 | 3.2 | . | .
LANA DNA inh | 1.0 | 2.1 | -0.1 | 1.8 | -0.2 | 1.2 | 0.5 | -0.6 | -0.2 | 3.5
PvdQ inh | -8.4 | 2.6 | -4.1 | -11.0 | -16.6 | 0.4 | -18.4 | -3.5 | -5.6 | 2.4

Full records as entered above. Order of values: Cardiac RTF inh	NSD2 HMT inh	PKA-R2B act	DAGLB inhibitor	SR-BI HDL uptake	Arrestin-AP2 inh	Keap1-Nrf2 PPI	SR-BI uptake up	LANA DNA inh	PvdQ inh
O=Cc1c(-c2ccc(F)cc2)nc2ccccn12 across the screens: 4.2	0.3	-3.9	0.4	-9.3	-4.3	-2.5	9.3	1.2	0.4
COc1ccc2c(-c3ccccc3)cc(SCC(N)=O)nc2c1 across the screens: -17.4	-26.9	5.0	-0.8	.	3.3	-2.9	.	3.5	2.4

Compound activity (PubChem)

No enrichment for hits; any-hit rate near 2.1%.
